PI5P4K alpha inh – PI5P4K alpha (human) kinase inhibition; PI5P4Kalpha enzyme, ADP-Glo luminescence, 60 min; active compounds read low; 330,000 tested, 1.2% active; max response, %; active means max response of -50% or lower; inconclusive means between -30% and -50%; inactive means -30% or higher; further: value at the top dose of about 77 µM; on the % scale 0 is the no-effect control and ±100 the full control effect
Target sequence (P48426 whole entry, looked up): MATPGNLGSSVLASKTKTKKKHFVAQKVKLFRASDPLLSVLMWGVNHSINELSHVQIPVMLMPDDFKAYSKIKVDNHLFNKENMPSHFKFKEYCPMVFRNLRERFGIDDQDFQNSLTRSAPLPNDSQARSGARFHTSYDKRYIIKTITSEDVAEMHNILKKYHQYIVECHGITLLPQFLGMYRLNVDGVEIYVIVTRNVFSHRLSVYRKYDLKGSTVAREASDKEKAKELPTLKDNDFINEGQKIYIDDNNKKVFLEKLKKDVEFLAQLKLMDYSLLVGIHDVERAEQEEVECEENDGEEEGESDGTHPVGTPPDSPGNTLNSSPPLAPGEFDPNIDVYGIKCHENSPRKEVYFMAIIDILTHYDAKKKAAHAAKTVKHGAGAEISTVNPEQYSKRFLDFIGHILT
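Compounds were pin-transferred onto PI5P4Kalpha and substrate in HEPES pH 7.4 buffer with EGTA, CHAPS and 5% DMSO. ATP (5 microM final) started the reaction, which ran 60 minutes at room temperature before ADP-Glo detection.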
EPAC1 agonist – agonists of human EPAC1 | O95398 | EPAC1 agonist qHTS, biochemical assay; response scale: 100% = response to 6.5 mM cAMP | Potency, µM (top dose mostly 154 µM), inactives show top-dose activation, usual class: activators | 360,000 tested, 0.073% active | AID 720707; further: potency means the concentration at half of the fitted maximal effect; nearly all actives have a fitted effect of over 60% in size
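Compounds were pinned as a concentration titration into mixtures of EPAC1 (100 nM), BODIPY-GDP-loaded Rap1B (250 nM) and GDP (50 uM). After 5 min at room temperature, fluorescence was followed for 30 min; activity was scaled to 6.5 mM cAMP.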
WRN helicase inh – blocks human WRN helicase; WRN helicase unwinding, fluorescent forked duplex, kinetic; Q14191; AID 651768; 360,000 tested, 0.46% active; Potency, µM (highest dose often 114 µM), for inactives: top-dose activity change, negative = inhibition, actives largely listed as inhibitors; further: potency means the concentration at half of the fitted maximal effect; on the % scale 0 is the no-effect control and ±100 the full control effect; nearly all actives have a fitted effect of over 55% in size
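Primary qHTS, 1536-well format. 20 nM WRN + compound, 15 min RT; start with 100 nM forked fluorophore/quencher duplex, 2 mM ATP (final); kinetic read ex 525/em 598 nm.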
IL-2 act – IL-2 activation. 360,000 tested, 0.065% active. activation, % (series mostly up to about 46 µM). IL-2 activation reporter assay, cell-based qHTS; stimulated with anti-CD3/CD4/CD28 beads; in transgenic mouse T cells. AID 652025; in the data active means activation above about 50%; inconclusive means mostly about 30% to 49%; further: 0% is about no effect
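Readout is EGFP and DsRed signal by fluorescent plate cytometry after 18 h at 37 degrees C. Transgenic mouse T cells (750/well) received compound for 60 min before bead stimulation (anti-CD3, anti-CD4, anti-CD28); memory T cells served as non-tolerant control.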
EPAC1 antag – blocks human EPAC1 exchange factor | O95398 | EPAC1 GEF assay, Rap1b-BODIPY-GDP exchange fluorescence | Potency, µM (doses to about 115 µM), inactives show at the top dose activity change, negative = inhibition, usual class: inhibitors | 360,000 tested, 0.14% active | AID 720709;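 further: potency means the concentration at half of the fitted maximal effect; plate controls were vehicle for no effect and positive control for full effect; nearly all actives have a fitted effect of over 50% in size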
PLK1 PBD inh – blocks phosphopeptide binding to human PLK1 polo-box domain; P53350; Plk1 PBD binding of FITC phosphopeptide, fluorescence polarization; Potency, µM, for inactives: max response, negative = inhibition, actives largely listed as inhibitors; 360,000 tested, 2.8% active; AID 720504; further: potency means the concentration at half of the fitted maximal effect; series mostly up to about 57 µM; on the % scale 0 is the no-effect control and ±100 the full control effect; nearly all actives have a fitted effect of over 65% in size
Target sequence (P53350 whole entry, looked up, the tested form may be a part): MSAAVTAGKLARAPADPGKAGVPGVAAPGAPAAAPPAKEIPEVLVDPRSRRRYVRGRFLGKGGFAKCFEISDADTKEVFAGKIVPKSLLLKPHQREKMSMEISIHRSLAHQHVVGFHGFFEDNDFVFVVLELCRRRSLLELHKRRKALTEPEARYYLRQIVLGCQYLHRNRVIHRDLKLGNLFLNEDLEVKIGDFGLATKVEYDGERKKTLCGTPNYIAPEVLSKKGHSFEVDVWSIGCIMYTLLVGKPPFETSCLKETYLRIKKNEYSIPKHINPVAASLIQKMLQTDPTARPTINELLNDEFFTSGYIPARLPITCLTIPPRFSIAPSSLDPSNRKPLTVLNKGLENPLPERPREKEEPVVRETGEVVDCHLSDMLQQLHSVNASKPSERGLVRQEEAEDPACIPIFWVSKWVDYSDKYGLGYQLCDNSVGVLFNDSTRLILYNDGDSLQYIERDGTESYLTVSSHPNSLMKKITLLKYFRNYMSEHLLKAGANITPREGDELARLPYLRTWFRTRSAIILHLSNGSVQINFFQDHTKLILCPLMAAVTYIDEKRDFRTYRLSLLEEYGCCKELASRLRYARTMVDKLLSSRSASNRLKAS
Abeta yeast res – compounds reversing amyloid beta toxicity in yeast. yeast expressing A-beta42, growth rescue, OD600, 48 h; response scale: 0% DMSO, 100% iron-clioquinol control. Potency, µM (doses to about 46.1 µM), for inactives: top-dose growth rescue, hits mostly activators. 410,000 tested, 0.063% active; further: potency means the concentration at half of the fitted maximal effect; nearly all actives have a fitted effect of over 55% in size
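Growth rescue measured by 600 nm absorbance after 48 h yeast culture at 30 C with compound. Values normalized between DMSO and an equimolar ferric chloride plus clioquinol control.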
FUS suppressor – FUS proteinopathy suppression in yeast; 390,000 tested, 0.24% active; AID 1347120; S. cerevisiae FUS-expressing, growth rescue, OD600, 24 h; Potency, µM (series often up to 76.6 µM), inactives show at the top dose growth rescue (activation), actives largely listed as activators;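 further: potency means the concentration at half of the fitted maximal effect; plate controls were DMSO vehicle for no effect and reference control for full effect; nearly all actives have a fitted effect of over 55% in size; some results filed as inactive show a strong effect at the top dose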
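Compound concentration series was pinned onto galactose-induced FUS-expressing yeast seeded at OD 0.005. Plates sat 24hr at 30C; absorbance at 600 nm gave growth. DMSO served as background control.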
Numbers without * were called inactive; ? = inconclusive; · = no result given; [ ] = remark or other dose. Unless noted, the call rests on the fitted dose curve; in most records, active means well fitted curve in the direction sought with a large enough effect; inconclusive means small, poorly fitted or top-dose-only effect, or another doubt; inactive means no such curve, though single readings can be large; an effect the other way counts as inactive or inconclusive. Random draw from the library. Share with any hit: about 4.1%.

[1] Cc1ccc(S(=O)(=O)N(C)c2ccccc2C(=O)NC2CCCC2)cc1
[2] O=C(NCCCN1CCOCC1)c1cc(-c2ccccc2F)no1
[3] Cn1c(SCC(=O)c2ccccc2)nnc1-c1cnccn1
[4] Clc1ccccn1
[5] CCN1CCCC1CNC(=O)C1c2cc(OC)c(OC)cc2C(=O)N(C)C1c1cccnc1 (stereo not drawn)
[6] C=CC[C@H](CC(=O)N[C@H](CO)Cc1ccccc1)C(=O)N[C@@H](COC(=O)[C@H](CC=C)CC(=O)OC(C)(C)C)Cc1c[nH]c2ccccc12
[7] O=C(NCc1ccco1)c1nn2c(C(F)(F)F)cc(-c3cccs3)nc2c1Cl
[8] Cc1ccccc1Cn1ccc(NC(=O)c2cc3ncc(Br)cn3n2)n1

screen / no.	1	2	3	4	5	6	7	8
PI5P4K alpha inh	1	-8	·	0	2	11	·	-2
EPAC1 agonist	-3%	-3%	-7%	-2%	5%	-38%[inhibitor]	6%	9%
WRN helicase inh	-26%[57.1 µM]	3%	5%	5%	2%	-7%	-15%	-7%
IL-2 act	-0.2	-0.4	-3.1	-0.5	-0.7	-1.1	2.4	0.6
EPAC1 antag	8%	-18%	10%	-23%	-1%	-27%	-11%	10%
PLK1 PBD inh	6%	0%	-8%	-11%	-5%	10%	2%	-1%
Abeta yeast res	15%	·	-5%	-19%	6%	-3%	5%	8%
FUS suppressor	20%	-9%	15%	-40%	8%	?	-4%	-18%

[9] CCCCC1CCC(C(=O)N(C)CC(=O)Nc2cccc(F)c2)CC1 (stereo not drawn)
[10] OC[C@@H]1CN(Cc2ccc(Cl)cc2)C[C@H](n2cnc3c(NCc4ccco4)ncnc32)O1
[11] CCOc1ccc(N(CC(=O)NCCCOC)S(C)(=O)=O)cc1
[12] CCOc1cc(-c2nc3n(c(=O)c2C#N)CCS3)ccc1O
[13] CCOC(=O)/C=C1\CC(C(=O)OCC)Oc2ccccc21 (stereo not drawn)
[14] O=S(=O)(c1ccc2ccccc2c1)N1C=CC(C(F)(F)F)=NCC1
[15] Cc1ccc(S(=O)(=O)CCSC(=N)N)cc1
[16] COc1ccc(CNC(=O)COC(=O)c2ccccc2OCC(=O)Nc2ccc(SC(F)F)cc2)cc1

screen / no.	9	10	11	12	13	14	15	16
PI5P4K alpha inh	18	-8	5	-1	0	2	-2	-8
EPAC1 agonist	-23%	-5%	-10%	3%	4%	-2%	0%	2%
WRN helicase inh	-20%	9%	-4%	3%	-7%	0%	2%[57.1 µM]	1%
IL-2 act	-5.1	-0.5	0.3	4.5	0.7	-0.4	-4.8	0.5
EPAC1 antag	-26%	3%	1%	16%	-1%	-1%	-26%	-19%
PLK1 PBD inh	-4%	-8%	-7%	4%	-5%	-3%	0%	-14%
Abeta yeast res	33%	-5%	-2%	11%	2%	?	-11%	-8%
FUS suppressor	13%	?	-5%	-25%	-11%	5%	14%	13%

Next section; the last two above are carried over.
[15] Cc1ccc(S(=O)(=O)CCSC(=N)N)cc1
[16] COc1ccc(CNC(=O)COC(=O)c2ccccc2OCC(=O)Nc2ccc(SC(F)F)cc2)cc1
[17] Cc1cccc(C)c1NC(=O)C1CC(=O)N(C(C)C)C1 (stereo not drawn)
[18] OC[C@@H]1[C@@H](c2ccc(F)cc2)C(c2cccc(Cl)c2)=NN1c1ccccc1
[19] CCOC(=O)c1c(-c2ccc(C)o2)csc1NC(=O)CSc1nnc(C)s1
[20] NC(=S)N/N=C\c1c(OCc2ccccc2Cl)ccc2ccccc12
[21] Cc1ccc2nc(NC(=S)NC(=O)c3ccco3)sc2c1
[22] CCc1ccc(NC(=O)C2CCC(CNC(=O)[C@@H]3Cc4ccccc4CN3)CC2)cc1 (stereo partly drawn)
[23] Cc1nc2cc(NS(=O)(=O)c3ccc(Br)cc3)ccc2n1C
[24] O=Cc1cc2c(cc1[B-](F)(F)F)OCO2

screen / no.	15	16	17	18	19	20	21	22	23	24
PI5P4K alpha inh	-2	-8	2	5	·	0	?	1	2	0
EPAC1 agonist	0%	2%	5%	-8%	16%	-5%	6%	1%	-5%	-9%
WRN helicase inh	2%[57.1 µM]	1%	2%	-6%	-23%	-19%	-26%	-2%	0%	0%
IL-2 act	-4.8	0.5	2.2	-0.9	-1.6	-3.0	-3.2	0.3	-0.7	0.7
EPAC1 antag	-26%	-19%	2%	-25%	-1%	?	4%	-12%	15%	-15%
PLK1 PBD inh	0%	-14%	-6%	-20%	-9%	-16%	-4%	-10%	4%	-21%
Abeta yeast res	-11%	-8%	2%	-11%	-39%[inhibitor]	4%	-1%	12%	2%	-26%
FUS suppressor	14%	13%	19%	43%	31%	1%	·	15%	8%	-13%

Arranged by SMILES length (descending): 4 of the compounds above.
[18] OC[C@@H]1[C@@H](c2ccc(F)cc2)C(c2cccc(Cl)c2)=NN1c1ccccc1
[20] NC(=S)N/N=C\c1c(OCc2ccccc2Cl)ccc2ccccc12
[23] Cc1nc2cc(NS(=O)(=O)c3ccc(Br)cc3)ccc2n1C
[21] Cc1ccc2nc(NC(=S)NC(=O)c3ccco3)sc2c1

screen / no.	18	20	23	21
PI5P4K alpha inh	5	0	2	?
EPAC1 agonist	-8%	-5%	-5%	6%
WRN helicase inh	-6%	-19%	0%	-26%
IL-2 act	-0.9	-3.0	-0.7	-3.2
EPAC1 antag	-25%	?	15%	4%
PLK1 PBD inh	-20%	-16%	4%	-4%
Abeta yeast res	-11%	4%	2%	-1%
FUS suppressor	43%	1%	8%	·

Continued:
[25] COc1ccc(-c2nnc(SCC(=O)Nc3cc(C)on3)n2N)cc1OC
[26] CCn1c(SCC(=O)OC)nnc1-c1ccc(C)cc1
[27] Cc1ccc(NC2=C(N3CCCCC3)C(=O)c3ccccc3C2=O)cc1
[28] CCOc1ccc(Nc2ccnc3cc(Cl)ccc23)cc1
[29] Cc1cccc(CC2S/C(=N/c3ccccn3)NC2=O)c1 (stereo not drawn)
[30] CCOc1cc(NC(=O)c2ccco2)c(OCC)cc1NC(=O)COc1ccccc1C
[31] O=C(CSc1ncn[nH]1)NC1CCCc2ccccc21 (stereo not drawn)
[32] O=C(C[C@H]1C/C=C\CC[C@H](Cc2ccc(F)cc2)C(=O)OC[C@H]2CCCN2C1=O)N[C@@H](CO)Cc1ccccc1

screen / no.	25	26	27	28	29	30	31	32
PI5P4K alpha inh	0	1	·	0	-2	·	2	6
EPAC1 agonist	9%	-13%	7%	11%	1%	-10%	5%	2%
WRN helicase inh	-6%	-1%	-14%	-1%	7%	5%	-14%[57.1 µM]	-5%
IL-2 act	-1.5	-2.7	1.8	-0.3	-0.4	-2.3	-1.0	1.5
EPAC1 antag	-7%	3%	-9%	-17%	10%	11%	-25%	-9%
PLK1 PBD inh	-9%	-4%	-11%	-5%	-4%	1%	-8%	-1%
Abeta yeast res	-1%	-14%	-89%[inhibitor]	-3%	16%	16%	-10%	4%
FUS suppressor	4%	-16%	0%	-18%	-1%	14%	-15%	39%

[33] O=C(Nc1nc(-c2ccccc2)cs1)c1ccccc1NS(=O)(=O)c1ccc(F)cc1
[34] O=C(Nc1nc(-c2cc(F)ccc2F)cs1)c1cccc(N2C(=O)CCC2=O)c1
[35] CCOc1ccc(NC(=O)c2ccc(NS(=O)(=O)c3cccc4cccnc34)cc2)cc1
[36] CCC(=O)N(Cc1cc2cc(OC)ccc2[nH]c1=O)c1ccccc1OC
[37] CCSc1oc(-c2ccco2)nc1S(=O)(=O)c1ccc(C)cc1
[38] CC(C)CC(NC(=O)c1ccc(Cl)cc1Cl)C(=O)O (stereo not drawn)
[39] CCCCCOC(=O)c1[nH]c2c(c1C)C(=O)CC(c1ccco1)C2 (stereo not drawn)
[40] Cc1cc(C)cc(N(C(=O)c2sc(C)nc2C)C(C(=O)NCc2ccco2)c2ccccc2)c1 (stereo not drawn)

screen / no.	33	34	35	36	37	38	39	40
PI5P4K alpha inh	-16	-12	2	2	-20	9	?	·
EPAC1 agonist	-1%	4%	2%	6%	12%	0%	-5%	7%
WRN helicase inh	-4%[11.6 µM]	5%	4%[57.1 µM]	-8%	-12%	-7%[57.1 µM]	-26%[57.1 µM]	-15%[57.1 µM]
IL-2 act	-2.6	-6.1	-1.3	1.4	-3.1	1.0	-3.9	-2.1
EPAC1 antag	?	-14%	0%	-16%	-29%	6%	-24%	-2%
PLK1 PBD inh	27µM*	-3%	6%	-6%	-20%	-3%	24µM*	-4%
Abeta yeast res	-92%[inhibitor]	-2%	8%	9%	2%	-19%	-21%	3%
FUS suppressor	25%	-8%	5%	-7%	25%	10%	3%	1%

[41] Cc1ccc(O)c(N=Cc2sc3ccccc3c2Cl)c1
[42] CCOc1ccc(CCNC(=O)COC(=O)c2ccc3c(c2)OCCO3)cc1OCC
[43] CC(C1CC1)N(Cc1ccccc1)C(=O)NC(=O)c1cccc(F)c1 (stereo not drawn)
[44] Cc1cc(C(=O)CN2C(=O)c3ccccc3S2(=O)=O)c(C)n1C(C)C
[45] COC/C=C/C1=CC2=CC(=O)C(C)(OC(=O)c3cnc4ccccc4n3)C(=O)C2=CN1CC(C)C (stereo not drawn)

screen / no.	41	42	43	44	45
PI5P4K alpha inh	6	-3	-5	1	-4
EPAC1 agonist	8%	-8%	4%	2%	-8%
WRN helicase inh	-3%	8%	2%	7%	-11%
IL-2 act	-2.9	-3.9	-1.8	-0.1	-0.6
EPAC1 antag	-4%	-3%	8%	?	-15%
PLK1 PBD inh	-3%	0%	-1%	-6%	-30%
Abeta yeast res	11%	15%	2%	-20%	-1%
FUS suppressor	11%	6%	-24%	·	?

Compound activity (PubChem)
